# Compound activity as filed in PubChem.
# NR2E3 ag-1 – NR2E3 agonists in two-hybrid cells, primary screen, cell-based, luminescence, CHO-S, Gal4-NCOR/VP16-NR2E3 | Photoreceptor-specific nuclear receptor (Homo sapiens), Q9Y5X4 | luciferase | inhibition of corepressor binding, % at 3.98 µM | 360,000 compounds, 0.35% hits | AID 602229, 2012;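 active = inhibition above the mean of all tested compounds plus 3 SD, cut at about 70% in these data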;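 note: 0% = DMSO with NR2E3 transfected cells and 100% = cells lacking NR2E3 construct; higher means lower luciferase signal from less NR2E3 corepressor binding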
# Target sequence (Q9Y5X4 whole entry, looked up, the tested form may be a part): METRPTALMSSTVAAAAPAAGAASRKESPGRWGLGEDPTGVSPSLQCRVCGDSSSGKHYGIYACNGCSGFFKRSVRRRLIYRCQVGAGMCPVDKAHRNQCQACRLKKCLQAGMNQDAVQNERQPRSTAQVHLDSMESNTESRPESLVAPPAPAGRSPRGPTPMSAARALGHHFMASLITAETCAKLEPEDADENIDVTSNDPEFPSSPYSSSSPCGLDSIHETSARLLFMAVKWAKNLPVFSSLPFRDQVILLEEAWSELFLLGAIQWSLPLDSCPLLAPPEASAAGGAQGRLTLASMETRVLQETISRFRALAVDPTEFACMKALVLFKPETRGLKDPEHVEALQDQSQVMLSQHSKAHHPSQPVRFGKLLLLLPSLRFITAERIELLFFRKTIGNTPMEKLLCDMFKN
# Shn3 3UTR inh – reduction of Shn3 3'UTR firefly luciferase signal, primary screen, Schnurri-3 inhibitor project, cell-based, Clone20 osteoblasts, set 2 | Clone20 osteoblast Shn3 3'UTR firefly luciferase, 24 h | inhibition, % at 12.5 µM | 360,000 compounds, 0.52% hits;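 active = mean inhibition of at least 75% with every replicate also reaching 75%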;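 note: 0% = median of neutral control wells and 100% = pilot-screen positive control compound; some compounds past the cut are filed as inactive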
# HIF-2a block – HIF-2a reporter inhibitors, primary screen, luminescence, 786-0 RCC cells; AID 624352, 2012; inhibition, % at 18.8 µM; 360,000 compounds, 0.72% hits; 786-0 RCC cells HIF-2a reporter, luciferase luminescence, overnight;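 active = inhibition of the luminescence signal of 40% or more relative to plate controls, in a single-dose primary screen at 18.75 µM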
# KKLEB tox – cytotoxicity in KKLEB CF airway cells, primary screen, cytotoxicity control for CF NF-kB inhibitor project, cell-based, uHTS, fluorescence assay plates; 360,000 compounds, 0.36% hits; activity change (cytotoxicity), % at 5 µM; KKLEB CF airway cells viability, ATPlite luminescence, overnight; stronger effect = lower value; cells stimulated with P. aeruginosa culture filtrate;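 active = corrected activity change at or below -50% at 5 µM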
# TRPM1 prom inh – inhibitors of MITF-dependent TRPM1 promoter reporter, primary screen, cell-based, SK-MEL-5, single point, luciferase | SK-MEL-5 TRPM1 promoter luciferase, 24 h | inhibition, % at 12.5 µM | 330,000 compounds, 0.83% hits;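 active = mean inhibition across replicates of 60% or more, whatever share of single replicates reaches that level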; note: values of inactives mirror those of a sister screen read the other way
# TWEAK-Fn14 inh – inhibitors of TWEAK-Fn14 signaling, primary screen, luciferase reporter cells, uHTS | inhibition, % at 10 µM | TWEAK-stimulated Fn14 reporter cells, luciferase luminescence, 8 h | 360,000 compounds, 2% hits; in the data active = inhibition above about 50%
# NR2E3 ag-2 – inhibitors of NR2E3-RetCOR corepressor binding, primary screen, NR2E3 agonist project, biochemical, TR-FRET, GST-NR2E3, biotin-RetCOR; 1536-well; Photoreceptor-specific nuclear receptor (Homo sapiens), Q9Y5X4; inhibition of corepressor binding, % at 4.78 µM; AID 2300, 2010; 320,000 compounds, 0.12% hits;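 active = percent inhibition above the cutoff of mean plus 3 SD of all tested compounds, set per screening campaign, cut at about 20% in these data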;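 note: 0% = DMSO wells and 100% = biotin wells as full block of FRET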
#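 Material – GST-tagged NR2E3 plus biotinylated RetCOR corepressor · Quantity – NR2E3 fusion 1.35 nM · Times – 5 h incubation at 4 °C · Medium – pH 7.5 Tris-based buffer · Technique – TR-FRET, Eu(K)-anti-GST donor, streptavidin-D2 acceptor, ex 340, em 617/671 nm · Benchmarks – high control biotin, low control 0.6% DMSO · Format – 1536-well plates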
# aDG glyco act – activators of alpha-DG glycosylation, primary screen, uHTS, Pro5-aDG cells, AlphaScreen | alpha-DG glycosylation AlphaScreen (IIH6); 0% Pro5, 100% B10-LARGE cell signal | activation, % at 10 µM | 360,000 compounds, 0.22% hits | AID 624168, 2012;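 active = activation of at least 8% versus controls, or a plate z-score of at least 8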;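 note: Pro5 are CHO cells carrying HIG-tagged alpha-DG that lacks glycosylation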
# hiPSC survival – enhancers of single-cell hiPSC survival, primary screen, ATPlite luminescence; 100% = ROCK inhibitor wells, 0% = DMSO; survival enhancement, % at 20 µM; 360,000 compounds, 0.044% hits; AID 602274, 2012; in the data active = survival enhancement above about 18%;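 note: cells exposed to compounds for 16 hours before the ATP read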
# Peg3 promoter – Peg3 promoter-driven luciferase inhibitors, primary screen, cell-based, HeLa, luciferase luminescence; 360,000 compounds, 1.7% hits; inhibition, % at 20 µM; HeLa PEG-Prom luciferase reporter, overnight;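 active = inhibition of at least 50% at 20 µM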
# CF NFkB block – inhibitors of PAF-induced NF-kB signaling, primary screen, cell-based, GFP fluorescence, uHTS | KKLEB NF-kB-GFP reporter, GFP fluorescence overnight | inhibition, % at 5 µM | 360,000 compounds, 0.86% hits | AID 588850, 2011;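 active = at least 50% inhibition at 5 µM, scaled per plate between neutral and stimulator controls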;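 note: PAF is a Pseudomonas aeruginosa culture filtrate used as stimulus; plate controls were PAF-stimulated DMSO wells for no effect and unstimulated DMSO wells for full effect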
# An asterisk follows results filed as active; nt = not tested or not shown. This is a random part of the collection. Share with any hit: about 4.4%.
# Every second line gives: CF NFkB block, TRPM1 prom inh, aDG glyco act, hiPSC survival, KKLEB tox, HIF-2a block, NR2E3 ag-1, NR2E3 ag-2, Peg3 promoter, TWEAK-Fn14 inh, Shn3 3UTR inh
> O=C(Nc1ccc(NC(=O)c2ccc([N+](=O)[O-])o2)cc1Cl)c1ccco1
    44, 28, 0.4, -0.5, 2, 6, -22, 4, 47, -16, 15
> CCCNS(=O)(=O)c1ccc(CCC(=O)NCC2CCCO2)cc1 (centres undefined)
    3, 5, -0.2, -1.3, 2, -5, -13, 4, 14, -3, 26
> CC1Cc2ccccc2N1C(=O)CCN1C(=O)C2C3C=CC(C3)C2C1=O (centres undefined)
    8, 11, 0.2, -0.5, 3, 0, -17, -1, 10, -3, 4
> O=C(/C=C/c1ccccc1[N+](=O)[O-])NCc1ccc(Cl)cc1
    8, 3, -0.1, -1.1, -7, -24, -2, 2, -6, -10, -9
> CCNC(=S)NN=C1c2ccccc2-c2ccccc21
    -40, -1, 0.3, -0.8, 5, -11, 35, 1, -5, -11, -18
> COc1cc(OC)cc(C(=O)NCC2CCCN(C(=O)c3csc(C)n3)C2)c1 (centres undefined)
    -7, -1, -0.2, -0.4, -1, -2, -6, 3, 17, 4, 0
> COc1cc(OC)cc(C2=Cc3ccccc3C(CC(C)=O)N2c2ccc(C#CC3(N)CCCCC3)cc2)c1 (centres undefined)
    nt, nt, -0.2, -0.5, nt, 17, 1, nt, nt, 2, nt
> COc1cc(NC(=O)C2CC(=O)NC3=C2C(=O)CC(C)(C)C3)c(OC)cc1Cl (centres undefined)
    -2, -5, -0.3, 0.8, 6, 13, -4, -2, 15, -20, -3
> CC(C)(C)[C@H]1COC(=O)CCCC/C=C\C[C@H](CC(=O)NCCO)C(=O)N1
    -11, -11, -0.3, 3.7, 7, 13, 11, nt, 8, 2, 6
> Clc1ccc2c(c1)C(c1cccs1)=NNC(c1cccnc1)=N2
    -14, 16, -0.1, 1.7, -4, 10, -26, 0, 13, -10, -6
> OC(Cn1cncn1)c1ccc(Cl)cc1Cl (centres undefined)
    4, 0, -0.1, -2.8, 18, 15, 2, 1, -1, 2, -2
> CCOc1ccc(-c2nc(-c3cccnc3)no2)cc1OCC
    21, -21, 0.2, 0.0, 4, -87, -62, 1, -67, -19, -26
> CC(C(=O)O)N1C(=O)CSc2ncccc21 (centres undefined)
    14, 4, -0.1, -2.0, 1, 18, -2, 1, 10, 1, -8
> COc1ccc(/C=C2\OC(=O)c3c(OC)cccc32)cc1OC
    -9, -122, 0.1, 0.6, -7, -281, -150, 5, -396, -53, -67
> Cc1ccc(-c2noc(C3CCCN(S(=O)(=O)c4ccc(S(=O)(=O)N(C)C)cc4)C3)n2)o1 (centres undefined)
    -5, -6, 0.0, -0.5, -3, -25, 1, 3, 16, -9, 45
> O=C(CN1C(=O)CCC1=O)Nc1ccc(S(=O)(=O)N2CCOCC2)cc1
    5, 8, 0.5, 7.3, -6, 6, 18, -3, 1, -49, -3
> CC1=C(C(=O)N(C)C)CC(CC(=O)NC(c2ccccc2)c2ccccc2)C(=O)N1Cc1ccc(C(C)(C)C)cc1 (centres undefined)
    -14, nt, 0.2, -0.3, -7, -9, -15, nt, 24, 11, 15
> CN(CCOc1ccc(Cl)c(Cl)c1)Cc1ccccc1
    -4, -5, 0.2, -0.1, 6, -20, 23, -1, -5, -21, 33
> O=C(Nc1nnc(SCC(=O)N2CCCCC2)s1)C1CCCCC1
    8, -3, -0.2, -2.1, -8, -6, 16, 4, 10, -19, 0
> Cc1nonc1C1CCCN1Cc1nc(-c2ccccc2Cl)oc1C (centres undefined)
    5, 10, -0.1, -0.6, -7, 13, 16, 0, 11, -19, -11
> Cc1nc2ccccc2n1-c1ccccc1
    7, 2, 0.1, -0.6, 0, -12, 2, 1, -6, -6, 23
> Cc1c(C(=O)NNc2cc(=O)n(C)c(=O)n2C)cccc1[N+](=O)[O-]
    -22, nt, -0.3, 3.0, 13, 16, 1, -2, 11, 1, -1
> COc1ccc2nc(NC(=O)CSc3ccccc3)sc2c1
    9, -43, -0.3, 3.5, -8, -174, -42, 0, -146, 26, -21
> COc1ccc(S(=O)(=O)N(C)C[C@@H]2Oc3ccc(NS(C)(=O)=O)cc3C(=O)N([C@@H](C)CO)C[C@H]2C)cc1
    -21, 10, -0.3, -0.6, -16, 8, 2, nt, -8, -32, 13
> CC(C)n1ncc2c(C(=O)NCc3cccnc3)cc(C3CC3)nc21
    -2, 3, 0.0, -0.2, 2, 12, -10, nt, 1, 4, 7
> CCc1cc2c(SCc3ccc(C(=O)OC)o3)ncnc2s1
    11, 0, 0.1, -0.5, 3, 20, -18, 0, 17, 42, 10
> O=c1cc(NS(=O)(=O)c2ccccc2)nc(SCc2c(Cl)cccc2Cl)[nH]1
    13, 9, 0.2, -0.4, -9, 9, -28, -2, 15, 5, -4
> COCCn1c(SCC(=O)c2ccc(CNC(C)=O)o2)nc2ccccc2c1=O
    -16, 3, -0.1, -1.3, 2, 10, -7, -2, 6, 2, -3
> Cc1ccnc2nc(NC(=O)c3ccco3)nn12
    -2, -35, 0.3, 0.1, 2, -127, -26, 0, -83, -18, -38
> O=C(c1ccc(-c2cccc(Cl)c2Cl)o1)N1CCOCC1
    1, -82, -0.1, -0.2, -6, -301, -108, 2, -317, -20, -63
> CCOc1cccc(C2/C(=C(/O)c3ccc4c(c3)CC(C)O4)C(=O)C(=O)N2CCCn2ccnc2)c1 (centres undefined)
    15, -9, -0.3, -0.2, -9, 12, 8, 5, 14, -6, -25
> Cc1ccc2c(c1)NC(=O)[C@@]1(C)[C@@H](c3ccccc3)[C@H]3COc4ccc(Cl)cc4[C@@H]3N1C2=O
    21, 6, 0.3, 2.6, -19, 11, 1, nt, 33, 15, -26
> C[C@H](NC(=O)[C@@H]1Cc2ccccc2CN1)C(=O)NCC1CCCO1 (some centres undefined)
    -3, -3, 0.4, 2.6, 5, 4, 1, -1, 4, -18, 4
> O=S1(=O)C=C(Oc2ccc3ccccc3c2)c2ccccc21
    -1, 7, 0.4, -1.1, -16, -35, -10, 2, -22, -2, -11
> CN(C)c1ccc(/C=N/NC(=O)C(O)c2ccc(Br)cc2)cc1 (centres undefined)
    -23, -7, -0.1, 0.6, 4, -49, -4, 2, -42, -24, 5
> O=C1C=C(c2ccccc2)OC(=O)C1C(=O)c1ccccc1 (centres undefined)
    -2, -3, 1.0, 0.8, -20, -19, -52, -3, -21, 27, -25
> COc1ccc(-c2nc(CS(=O)CC(=O)NC3CCCC3)c(C)o2)cc1OC (centres undefined)
    -10, 7, 0.0, -0.5, -23, 0, -3, -2, 2, -12, 0
> COc1ccc2ccccc2c1/C=N/NC(=O)c1ccc(C)nc1
    -10, -1, -0.1, -0.6, -3, -11, -4, 2, -3, 8, -8
> CC(=O)Nc1ccc(SCc2ncc(-c3ccccc3)o2)cc1
    13, -80, -0.1, 0.4, 4, -96, -112, 0, -343, -37, -74
> COc1cc2c(C(=O)NCc3ccc4c(c3)OCO4)cn(CC(C)C)c(=O)c2cc1OC
    -5, -15, -0.3, 1.1, 4, 34, -18, -2, 37, 16, 6
> Cc1ccc(NC(=O)NC2CC(=O)N(c3ccc4c(c3)OCCO4)C2)cc1 (centres undefined)
    20, 3, -0.2, -0.4, -5, 12, 12, 2, 8, 19, -4
> CCOc1cccc(-c2c(C(=O)N/N=C/c3sccc3C)nnn2-c2nonc2N)c1
    24, -3, -0.2, -0.1, -4, 24, 8, -3, 45, 12, 12
> O=C(Nc1ccc(Cl)cn1)C1CC1
    -11, 1, 0.4, -0.5, -12, -1, 6, -1, -17, -6, 2
> CCOC(=O)N1CCN(Cc2nc(N)nc(Nc3ccc(Oc4ccccc4)cc3)n2)CC1
    18, 15, 1.3, -1.3, 4, -59, -15, -2, 10, 52*, 23
> O=C(COc1ccc(-c2ccccc2)cc1)N1CCN(C(=O)c2cccs2)CC1
    -21, -2, 0.4, -2.1, 17, 6, -3, 0, 7, -4, 7
> CC(=O)C(Cc1ccc(Cl)nc1)(Cc1ccc(Cl)nc1)C(C)=O
    17, 12, 0.0, 0.6, -2, 10, -5, -1, -1, -5, -6
> C/C=C(\C)C(=O)NCCN1C2=NC[C@H](Cc3ccccc3)N2C[C@H]1Cc1ccc(O)cc1
    -7, -9, 0.2, -3.0, -16, -6, -14, -1, 1, -2, 2
> CCOc1ccccc1NC(=O)C12CC3CC(C1)CC(c1ccc(C)cc1)(C3)C2
    8, 12, 0.0, -2.0, -9, 16, 10, 5, 14, 12, 1
> Cc1ccc(N2CC(C(=O)Nc3ccc(S(=O)(=O)N4CCCC4)cc3)CC2=O)cc1 (centres undefined)
    7, 17, -0.2, -0.7, 6, 18, 0, 0, 14, -3, -1
> CCOC(=O)c1nnn(-c2nonc2N)c1-c1ccccc1Cl
    22, -2, 0.1, 0.4, -16, 15, -13, -2, 19, 1, 9
> CSc1nc(N(CCO)CCO)c2sc3nc(-c4ccco4)c4c(c3c2n1)CCC4
    8, -2, -0.1, -0.9, -2, 15, -46, nt, 13, 17, -8
> COC(=O)COc1ccc(S(=O)(=O)N2CCN(c3ccccc3F)CC2)cc1
    -2, 4, -0.6, 2.2, 5, 66*, -29, -2, 11, -4, -7
> Cc1cccc(C(=O)N2CCC(c3nc(-c4ccc(S(=O)(=O)N5CCOCC5)cc4)no3)CC2)c1
    5, 4, 0.4, -0.6, -5, 6, 10, -2, 34, 2, 34
> CCOc1ccc(Cn2c(SCCCCC#N)nc3c2c(=O)n(C)c(=O)n3C)cc1OCC
    33, 3, 0.8, 3.3, -7, 0, -9, -1, 3, -21, 21
> COC(=O)c1ccc(CN2CCN(CCc3ccccc3)C(CCO)C2)cc1 (centres undefined)
    6, 3, 0.1, -0.1, 1, 15, -15, -1, 12, 1, -40
> COc1ccc(CSc2nc(CSC)cc(N3CCOCC3)n2)cc1
    -4, 4, 0.0, -2.2, -5, 16, 8, -1, 20, -46, 10
> CC(C)n1c(Nc2ccccc2)nc2ccccc21
    6, -1, 0.1, 0.5, -3, 22, 10, 0, 11, 6, 10
> Cc1ccc(-n2c(C)cc(C(=O)OCC(=O)N(CC(C)C)C3CCS(=O)(=O)C3)c2C)cc1 (centres undefined)
    -12, -1, -0.2, -4.0, 1, -7, -3, 2, -4, -8, -9
